# NPR1 activator = GC-A (human) enzyme activation; activation, % at 10 µM; AID 1671463; HEK293 GC-A cells, cGMP TR-FRET, EC30 ANP; 0% at EC30 ANP, 100% saturating ANP; P16066; actives 0.14% (n = 370,000); in the data active = activation above about 40%
# ABHD4 inh = inhibits mouse alpha/beta hydrolase domain 4; Q8VD66; actives 0.54% (n = 370,000); purified mABHD4, FP-Rh probe fluorescence polarization; AID 720543; inhibition, % at 8.92 µM;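 active = inhibition exceeding the mean over every tested compound plus 3 SD, cut at about 30% in these data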;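 also: 0% = plate median of compound wells and 100% = S159A mutant with DMSO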
# Target sequence (Q8VD66 whole entry, looked up, the tested form may be a part): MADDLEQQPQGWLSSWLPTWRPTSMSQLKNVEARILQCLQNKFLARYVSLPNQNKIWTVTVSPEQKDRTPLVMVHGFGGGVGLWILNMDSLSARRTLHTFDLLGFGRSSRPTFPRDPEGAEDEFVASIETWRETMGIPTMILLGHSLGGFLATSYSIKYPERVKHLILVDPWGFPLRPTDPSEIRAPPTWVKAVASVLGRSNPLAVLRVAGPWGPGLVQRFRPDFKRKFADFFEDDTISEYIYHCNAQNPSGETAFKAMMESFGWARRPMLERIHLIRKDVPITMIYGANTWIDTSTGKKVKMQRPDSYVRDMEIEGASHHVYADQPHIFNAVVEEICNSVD
#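 Assay system: mABHD4 protein; medium: HEPES pH 7.0, NaCl, Pluronic buffer; dosing: 8.92 µM, single dose; schedule: 45 min + 60 min at 25 °C; signal: FP readout, ex 525 nm / em 598 nm; read-out: normalized percent inhibition of probe labeling; repeats: single replicate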
# rCAG binder = r(CAG) repeat RNA binding; TO-PRO-1 dye displacement fluorescence; inhibition, % at 3 µM; actives 1.3% (n = 370,000);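 active = inhibition above the plate cutoff, the mean of all test compounds on that plate plus 3 SD, cut at about 35% in these data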;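 also: 0% = DMSO alone and 100% = 100 µM mitoxantrone as full dye displacement; higher means more dye released from RNA so lower well fluorescence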
# ARFGAP1 inhibitor = rat ARFGAP1 inhibition; Q62848; Arfgap1-stimulated ARF1 GTP hydrolysis, GDP FP detection; inhibition, % at 16.5 µM; actives 0.26% (n = 360,000); AID 651572;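 active = inhibition above a per-plate limit, mean inhibition of low control wells plus 3 SD, cut at about 25% in these data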;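 also: 0% = DMSO wells with enzyme and 100% = wells lacking Arfgap1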
# Target sequence (Q62848 1-136 limits assumed): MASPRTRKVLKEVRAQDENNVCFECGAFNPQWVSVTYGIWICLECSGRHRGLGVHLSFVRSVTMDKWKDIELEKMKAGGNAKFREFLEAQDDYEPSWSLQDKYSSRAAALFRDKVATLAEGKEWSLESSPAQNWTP
#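 Material: rat Arfgap1 GAP domain (His6, aa 1-136), purified enzyme. Also added: human ARF1(Δ1-17)-GTP substrate. Compound dosing: 16.5 µM single point, 1.26% DMSO. Timing: enzyme reaction 120 min at 25 °C after 20 min preincubation. Signal: GDP detection by fluorescence polarization. Read-out basis: percent inhibition of GAP-stimulated GDP formation, scaled between DMSO and no-Arfgap1 medians.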
# ASAP1 inh = blocks human ASAP1-stimulated Arf1 GTP hydrolysis; GDP FP detection; AID 624377; inhibition, % at 16.5 µM; actives 0.19% (n = 360,000); in the data active = inhibition above about 25%;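 also: 0% = vehicle with enzyme and substrate and 100% = no enzyme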
# Target sequence (Q9ULH1 325-724 limits assumed): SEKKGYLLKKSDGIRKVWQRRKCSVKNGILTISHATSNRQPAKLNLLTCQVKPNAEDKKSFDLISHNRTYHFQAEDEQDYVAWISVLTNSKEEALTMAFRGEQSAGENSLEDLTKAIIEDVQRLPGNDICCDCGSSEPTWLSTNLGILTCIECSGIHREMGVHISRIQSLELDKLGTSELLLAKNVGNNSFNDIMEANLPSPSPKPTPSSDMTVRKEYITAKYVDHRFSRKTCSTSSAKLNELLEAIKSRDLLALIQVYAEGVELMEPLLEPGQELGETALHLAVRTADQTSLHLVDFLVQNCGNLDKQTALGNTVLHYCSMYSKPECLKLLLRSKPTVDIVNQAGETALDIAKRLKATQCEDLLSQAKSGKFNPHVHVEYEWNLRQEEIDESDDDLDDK
# SMARCA2 activ = increases SMARCA2 function in MMTV reporter cells | MG213 cells, MMTV-luciferase reporter, dexamethasone, overnight | activation, % at 9.1 µM | actives 1% (n = 370,000) | AID 652017; in the data active = activation above about 7.8%;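 also: 0% = vehicle wells and 100% = reference activator wells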
# PG9 Ab binder = small molecules binding HIV-1 gp120 antibody PG9. inhibition, % at 6.7 µM. TR-FRET gp120-PG9 antibody binding. actives 0.43% (n = 360,000); in the data active = inhibition above about 8.5%
# HTRA1 inh = blocks human HTRA1 serine peptidase | Q92743 | recombinant HTRA1, FP-rhodamine activity-based probe, fluorescence polarization | inhibition, % at 5.96 µM | actives 0.5% (n = 340,000) | AID 504803; in the data active = inhibition above about 36%;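 also: 0% = enzyme with DMSO and 100% = wells lacking enzyme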
# NPR2 activator = GC-B (human) receptor activation; P20594; HEK293-GC-B cells, CNP EC30, cGMP TR-FRET; 0% at EC30 CNP, 100% saturating CNP; activation, % at 10 µM; actives 0.11% (n = 370,000);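 active = activation at 10 µM reaching about 35% in either raw or pattern-adjusted values, limit read from the data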
# Rev-erbA mod = Rev-erb alpha (human) modulation; P20393; Rev-erbα–FITC-DNA binding, fluorescence polarization, 90 min; activity, % at 10 µM; actives 0.79% (n = 370,000); AID 1259318;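 active = activity above about 14%, limit read from the data; passing the limit was not always enough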;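 also: 0% = DMSO wells with 35 nM protein and 100% = DMSO wells with 750 nM protein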
# An asterisk follows results filed as active; . = not tested or not shown. No enrichment for hits. Share with any hit: about 4.4%.
SMILES,NPR1 activator,ABHD4 inh,rCAG binder,ARFGAP1 inhibitor,ASAP1 inh,SMARCA2 activ,PG9 Ab binder,HTRA1 inh,NPR2 activator,Rev-erbA mod
CCCC1(CCC)NC(=O)N(CC(=O)N2CCN(C(=O)c3ccco3)CC2)C1=O,3,-6,-6,-8,-5,-1,0.7,-1,7,-7
Cc1ccccc1S(=O)(=O)N(C)C[C@H]1OCc2cn(nn2)CCCC(=O)N([C@H](C)CO)C[C@@H]1C,-6,2,0,-10,-3,-1,-1.8,.,2,3
COc1ccc(-n2cnnc2SCC(=O)NC2CCS(=O)(=O)C2)cc1 (stereo unspecified),0,1,2,2,1,3,0.8,4,0,-6
CCC(C)c1ccc(NC(=O)COC(=O)C2CCCC2)cc1 (stereo unspecified),4,-1,2,6,-11,1,-0.5,4,-2,-6
CC1CCCN(S(=O)(=O)c2ccc(S(=O)(=O)NC(C)c3cccs3)cc2)C1 (stereo unspecified),6,-2,3,7,-2,-2,0.5,-16,7,-2
O=C(Cc1cccc(NC(=O)C2CCCN(C(=O)CCc3ccccc3)C2)c1)Nc1cccc(C(=O)N2CCCCC2)c1 (stereo unspecified),3,1,6,-14,-5,-3,-0.9,-8,0,-2
O=C(Nc1ccc(N2CCOCC2)cc1)C1CCCN(S(=O)(=O)c2ccccc2)C1 (stereo unspecified),1,2,2,4,-4,-4,0.5,0,3,-2
O=c1[nH]c(Cc2cccc(C(F)(F)F)c2)nc2ccccc12,0,-3,-4,0,2,-3,2.3,4,11,1
O=C(O)c1ccc(Nc2c3ccccc3nc3ccccc23)cc1,-2,15,0,4,-5,1,-2.6,5,4,-10
Cc1cc(Br)ccc1NC(=O)CNC(=O)COc1ccccc1C,0,-2,2,-1,2,-1,-0.5,-4,-7,-7
CC(C)C[C@@H]1COc2cc(N3CCSCC3)ccc2S(=O)(=O)N1,0,1,2,6,3,-4,-0.2,.,4,3
CC(C)(C)NC(=O)C(c1cccnc1)N(C(=O)c1cccs1)c1ccc(C(C)(C)C)cc1 (stereo unspecified),-22,-3,.,.,.,.,.,.,-17,-2
Cc1cc(C(=O)Cn2nc(C(=O)O)c3ccccc3c2=O)c(C)n1CC(F)(F)F,0,-2,0,8,-7,4,0.1,-12,3,4
O=C(c1cnn(C(=O)c2ccc(O)cc2)c1)c1ccccc1O,7,2,2,7,7,1,-1.9,.,6,-2
C/C=C/C(=O)Nc1ccccc1Br,1,5,4,-3,12,0,1.5,10,-3,2
O=C(CN1c2cccc3cccc(c23)S1(=O)=O)NCCc1ccc(F)cc1,-1,3,1,13,23,0,-1.0,-3,-6,1
COc1cccc(NC(=O)CN(C)C(=O)CC2CC3CCC2C3)c1 (stereo unspecified),0,-8,-5,-9,-9,-1,-0.3,-6,-3,5
O=C(Nc1cc(Br)ccc1O)c1cnn2c(C(F)F)cc(C3CC3)nc12,2,0,8,-1,-6,6,-1.1,-27,0,-7
Cc1ccc(-c2nc3ncccn3c2Nc2ccc3c(c2)OCCO3)cc1,41*,-2,3,-1,9,1,-1.6,5,44*,1
CN(Cc1ccc(-n2cccn2)cc1)Cc1cn(C)nc1-c1ccccc1F,-2,1,-2,-2,11,-4,-0.2,3,-1,1
Cc1cc(C)cc(N(C(C)C(=O)N2CCCCC2)S(C)(=O)=O)c1 (stereo unspecified),6,-6,1,8,3,0,0.6,-5,1,-5
CC(C)CCSc1nc(N2CCOCC2)c2c(c1C#N)CC(C)(C)OC2,35,2,2,-12,-4,-5,2.1,-19,43*,4
COc1ccccc1NC(=O)COC(=O)c1ccc(S(=O)(=O)NCc2ccco2)cc1,-5,-5,8,-15,0,1,1.3,6,-4,-4
CSc1nsc(SC)c1C(=O)Nc1ccc(C(C)(C)C)cc1,-4,-11,2,4,-4,2,-1.8,-31,-2,0
NC(=O)c1c(NC(=O)C2CCCO2)sc2c1CCCC2 (stereo unspecified),1,1,1,2,4,0,0.6,1,0,3

# Additional results:
SMILES,NPR1 activator,ABHD4 inh,rCAG binder,ARFGAP1 inhibitor,ASAP1 inh,SMARCA2 activ,PG9 Ab binder,HTRA1 inh,NPR2 activator,Rev-erbA mod
Cc1ccc(NC(=O)CN2C(=O)NC3(CCCc4ccccc43)C2=O)c(Cl)c1 (stereo unspecified),2,2,2,4,8,2,-0.1,-6,3,8
CCNC(=O)c1cccc(S(=O)(=O)N2CCCCCC2)c1,-1,-1,-2,-2,10,1,-2.0,1,-7,-3
O=C(NCCc1ccc(F)cc1)C(=O)NCC1CCCN1S(=O)(=O)c1cccs1 (stereo unspecified),2,-2,-1,11,2,0,1.2,-13,1,-6
CC(C)CC(c1nnnn1Cc1ccco1)N1CCN(C2CCCC2)CC1 (stereo unspecified),0,2,-7,-3,-6,-2,1.2,-2,4,0
O=C(CSc1ccc2c(c1)OCCO2)N1CCN(c2ccccc2)CC1,-3,-8,1,0,0,-3,-0.3,3,0,0
CCN(CC)C(=O)c1ncn2c1C(=O)N[C@@H](C)C2,4,3,1,11,-5,-3,-0.1,.,1,2
Cc1cc(C)n2nc(C(=O)OC(C)C(=O)c3cc(C)c(C)cc3C)nc2n1 (stereo unspecified),3,1,-5,3,-9,-1,-0.9,0,-1,0
COc1ccc([C@H]2CC(=O)C=C(c3cccc(Cl)c3)C2)cc1OC,15,-8,-1,-4,-3,-1,-1.3,5,30,2
Cc1cc(C)c(C)c(S(=O)(=O)Nc2ccc(OCC(=O)O)cc2)c1C,1,2,3,8,13,-2,0.7,-25,-8,4
Cc1onc(-c2ccccc2Cl)c1C(=O)N1CCOC12CCCCC2,-3,-7,-3,-11,14,-6,0.9,-2,-5,2
COc1ccc(CC(=O)N/N=C(\C)CC(=O)Nc2cccc(F)c2)cc1,0,-4,0,-1,-11,-1,0.6,-3,5,-2
COC(=O)[C@]12C[C@H](CC(=O)NCCc3ccccc3OC)C(=O)N(Cc3ccc4c(c3)OCO4)C1=C[C@H](COCc1ccccc1)O[C@@H]2C,2,2,7,0,18,0,-0.6,.,3,-2
Cc1cc(C)nc(SC2CCCCC2NS(=O)(=O)c2ccccc2)n1 (stereo unspecified),-7,-16,0,8,11,-3,0.1,7,1,2
Cc1cccc(C)c1N(CC(=O)N1CCOCC1)S(C)(=O)=O,2,0,-3,-6,-2,3,1.0,4,-1,-5
C[C@@]12CCC[C@H](O1)[C@@H]([C@H](O)c1ccccc1)O2,0,3,2,4,-3,0,-1.0,-4,3,-6
CN(C(=O)c1cccc(NC(=O)Cc2ccc(NC(=O)C3CCN(C(=O)CCc4ccccc4)CC3)cc2)c1)C1CC1,-3,-7,6,0,6,-5,1.3,2,5,-5
CCn1c(Cc2cccc3ccccc23)nnc1SCC(=O)Nc1nccs1,-4,0,-7,-5,-26,0,-1.3,-5,-2,1
O=C(COC(=O)C1CC2C=CC1C2)NCc1ccccc1Cl (stereo unspecified),-3,2,-1,4,-3,1,-0.4,-5,1,3
CCCCN=C(N)NC(=O)OCc1ccccc1,-1,0,-2,.,.,-1,.,.,-1,6
CCNC(=O)N(CC)C[C@H]1N[C@@](Cc2ccccc2)(C(=O)OC)[C@H]2C(=O)N(C)C(=O)[C@@H]12,0,-1,0,-9,6,-3,0.4,5,3,-5
COc1ccc(NC(=O)c2cc(-c3ccccc3)nc3c2cnn3C(C)C)cc1,5,-4,4,-11,-4,-1,0.8,-5,8,15
COC(=O)c1c(O)c2ccccc2[nH]c1=O,5,3,5,5,9,-3,-1.7,-2,2,6
COc1ccccc1N1CCN(C2CC(=O)N(c3ccc(F)cc3)C2=O)CC1 (stereo unspecified),2,4,-4,0,-15,-1,-0.4,10,-1,-1
CCN(CC)c1ccc(C2Nc3cccc4cccc(c34)N2)c(O)c1,-4,23,32,11,14,5,-1.5,18,1,-1
CC(=O)Nc1nc(-c2ccccc2)nc(-c2ccccc2OC(C)=O)n1,2,-10,-4,-8,5,-1,0.6,-32,4,6

# Going on with the list:
SMILES,NPR1 activator,ABHD4 inh,rCAG binder,ARFGAP1 inhibitor,ASAP1 inh,SMARCA2 activ,PG9 Ab binder,HTRA1 inh,NPR2 activator,Rev-erbA mod
CCCCn1cnc2c(SCc3cccc(F)c3)nc(N)nc21,4,-8,0,-17,6,-4,-0.5,-12,4,-3
COc1ccccc1N(CC(N)=O)S(=O)(=O)c1ccc(C)cc1,-1,1,2,5,-2,1,-1.0,-9,2,-3
COc1ccc(/C=C/CN2CCCC(CCC(=O)NCc3ccc(F)c(F)c3)C2)cc1 (stereo unspecified),-7,1,-5,5,-6,-3,-1.3,-6,-10,0
Cc1cc(C)c2c(C)nn(-c3ccccc3)c2n1,-6,1,1,-1,2,-8,-1.9,5,-3,4
C=CCn1c(SCC(=O)Nc2ccc(C(=O)OC(C)C)cc2)nnc1-c1cccs1,1,-17,0,5,12,-1,-2.3,-15,-2,13
O=Nc1ccc(Br)cn1,5,11,1,6,3,3,-1.2,.,-4,1
Cc1noc(C)c1S(=O)(=O)NC(=O)C1(C)CCN1C(=O)Cc1ccc(Cl)cc1Cl (stereo unspecified),-2,-5,10,-6,10,-2,0.1,.,-2,2
CCc1ccc(Nc2oc(C)cc(=O)c2C(C)=O)cc1,-1,11,1,11,1,-1,0.9,-4,-1,-4
CCOc1ccc2nc(SC(C)C(N)=O)[nH]c2c1 (stereo unspecified),3,6,5,-9,13,7.9*,-1.5,-1,3,-6
COCCCNC(=O)Cn1cnc2sc(C)c(S(=O)(=O)N3CCN(c4ccccc4OC)CC3)c2c1=O,0,-2,1,18,-2,-3,-1.1,-1,-1,-3
O=C(COc1ccccc1)NC1=NCCS1,3,5,-2,2,3,6,0.6,-10,-1,0
Cn1c(SCC(=O)NNC(=O)c2ccc(Br)cc2)nnc1-c1cccnc1,4,-3,1,4,0,-3,-0.6,9,3,-1
Cc1ccc(NC(=S)c2ccncc2)c(C)c1,6,0,1,4,-4,0,-1.1,4,-2,2
Cc1ccc(-c2nn(-c3ccccc3)cc2C(=O)Nc2cccc(S(=O)(=O)N3CCOCC3)c2)cc1,-2,-4,2,18,7,-3,-1.0,-7,-5,6
CCCOC(c1ccccc1)(c1ccccc1)C(Oc1nc(C)cc(C)n1)C(=O)O (stereo unspecified),-1,7,10,10,3,-2,-0.1,3,-1,2
C=C(Br)Cn1cnc2ccccc21,-2,1,-1,9,0,5,0.3,3,-4,-6
Cc1ccc(CS(=O)(=O)CCC(=O)NC2CC2)cc1,4,8,0,2,12,-1,1.0,4,5,-6

# Profiles, looked up by structure. Values in the order: NPR1 activator, ABHD4 inh, rCAG binder, ARFGAP1 inhibitor, ASAP1 inh, SMARCA2 activ, PG9 Ab binder, HTRA1 inh, NPR2 activator, Rev-erbA mod
# `O=Nc1ccc(Br)cn1` in the list: 5, 11, 1, 6, 3, 3, -1.2, ., -4, 1
# `C=CCn1c(SCC(=O)Nc2ccc(C(=O)OC(C)C)cc2)nnc1-c1cccs1` in the list: 1, -17, 0, 5, 12, -1, -2.3, -15, -2, 13
# `Cc1cc(C)c2c(C)nn(-c3ccccc3)c2n1` in the list: -6, 1, 1, -1, 2, -8, -1.9, 5, -3, 4

# From PubChem BioAssay
